# Screening results: PubChem BioAssay, National Center for Advancing Translational Sciences (NCATS)
# S-ASM inh = blocks human secretory acid sphingomyelinase. P17405. placental ASM, HMU-PC fluorogenic substrate, 60 min. Potency, µM (series often up to 57.5 µM), without a hit: top-dose activity change, negative = inhibition, hits mostly inhibitors. actives 0.006% (n = 340,000). AID 504937; note: potency is the fitted concentration of half-maximal effect
# Target sequence (P17405 47-631 limits assumed): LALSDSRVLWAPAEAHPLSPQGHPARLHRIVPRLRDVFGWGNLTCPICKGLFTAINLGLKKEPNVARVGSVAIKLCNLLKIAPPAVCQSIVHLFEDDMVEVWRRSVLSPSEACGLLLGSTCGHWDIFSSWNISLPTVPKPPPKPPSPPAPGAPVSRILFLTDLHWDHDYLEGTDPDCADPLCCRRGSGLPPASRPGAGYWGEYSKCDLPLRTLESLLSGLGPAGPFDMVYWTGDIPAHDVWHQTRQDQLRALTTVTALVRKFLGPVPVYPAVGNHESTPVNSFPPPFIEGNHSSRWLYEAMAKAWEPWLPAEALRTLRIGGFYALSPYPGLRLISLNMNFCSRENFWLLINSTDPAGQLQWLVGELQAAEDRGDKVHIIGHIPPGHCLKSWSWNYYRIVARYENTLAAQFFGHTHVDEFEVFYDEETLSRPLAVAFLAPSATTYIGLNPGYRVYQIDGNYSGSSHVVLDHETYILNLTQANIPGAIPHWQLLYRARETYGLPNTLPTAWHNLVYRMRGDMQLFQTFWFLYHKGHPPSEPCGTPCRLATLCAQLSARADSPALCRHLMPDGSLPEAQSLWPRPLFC
#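 Human placenta-derived ASM preincubated with compound 10 min at room temperature, then reacted with 9 uM (final) fluorogenic HMU-PC substrate for 60 min at 37 C. Stop solution raises pH to 10; fluorescence read at Ex 386/Em 447 nm.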
# PTAP TSG101 blk = blocks PTAP/TSG101 interaction to inhibit HIV-1 budding; Fluorescence polarization, FITC-PTAP peptide / Tsg101 binding; Potency, µM (titrated, usually from 115 µM), without a hit: top-dose activity change, negative = inhibition, usual class: inhibitors; 340,000 tested, under 10 active; active = well fitted inhibition curve with a large enough effect in the main read-out, with a control signal flat, not every such curve was filed as active; inconclusive = small, poorly fitted or top-dose-only effect, or effect the other way, or a change in a side signal; inactive = no such curve, though single readings can be large or run the other way; note: potency is the fitted concentration of half-maximal effect; % of control where 0% means no effect
#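 Tsg101 binding domain (10 uM final) was mixed with compound and a FITC-labeled PTAP peptide (50 nM final) in HEPES pH 7.5 buffer with NaCl, Tween 20, EDTA and TCEP; fluorescence polarization was read after 20 min at r.t.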
# A-T KAP1 phos = potential ataxia-telangiectasia treatments restoring KAP-1 phosphorylation; […] A-T fibroblasts, KAP-1 phosphorylation AlphaLISA; neocarzinostatin DNA damage 30 min before lysis; Potency, µM (doses to about 57.5 µM), for inactives: top-dose activation, hits mostly activators; actives 0.19% (n = 320,000); AID 485349; note: potency is the fitted concentration of half-maximal effect; % of control where 0% means no effect; nearly all actives have a fitted effect of over 45% in size
#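 hTERT-immortalized A-T patient fibroblasts ([…]), 500 cells/well in OPTI-MEM, 1% FBS, got compounds for 60 min, then NCS for 30 min at 37C. Lysates were then assayed for phospho-KAP-1 by AlphaLISA (anti-pKAP1 donor, anti-KAP1 acceptor beads), 6 hr at 25C.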
# Integrin act MD = integrin-mediated muscular dystrophy alleviation activation; alpha7betagal myoblasts, beta-gal FDG fluorescence, 48 h; Potency, µM (titrated, usually from 38.3 µM), inactives show at the highest dose activation, hits mostly activators; actives 0.064% (n = 350,000); AID 624291;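 note: potency is the fitted concentration of half-maximal effect; 100% = response of the positive control SU9516; nearly all actives have a fitted effect of over 60% in size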
#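 alpha7betagal+/- myoblasts (passage 13, 250/well) treated 48 h at 37C with compounds at 1:260 dilution of DMSO stock. Lysed, then beta-galactosidase activity read as FDG fluorescence (ex 480/em 540) after 30 min, with pre-read for autofluorescence.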
# Tb PFK block = blocks T. brucei phosphofructokinase. O15648. T. brucei PFK, ADP-Glo luminescence. Potency, µM (titrated, usually from 57.5 µM), inactives show at the top dose activity, negative = inhibition, actives largely listed as inhibitors. actives 0.17% (n = 330,000);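 note: potency is the fitted concentration of half-maximal effect; 0% = uninhibited 1x PFK enzyme wells and -100% = no-enzyme wells; nearly all actives have a fitted effect of over 60% in size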
# Target sequence (O15648 whole entry, looked up): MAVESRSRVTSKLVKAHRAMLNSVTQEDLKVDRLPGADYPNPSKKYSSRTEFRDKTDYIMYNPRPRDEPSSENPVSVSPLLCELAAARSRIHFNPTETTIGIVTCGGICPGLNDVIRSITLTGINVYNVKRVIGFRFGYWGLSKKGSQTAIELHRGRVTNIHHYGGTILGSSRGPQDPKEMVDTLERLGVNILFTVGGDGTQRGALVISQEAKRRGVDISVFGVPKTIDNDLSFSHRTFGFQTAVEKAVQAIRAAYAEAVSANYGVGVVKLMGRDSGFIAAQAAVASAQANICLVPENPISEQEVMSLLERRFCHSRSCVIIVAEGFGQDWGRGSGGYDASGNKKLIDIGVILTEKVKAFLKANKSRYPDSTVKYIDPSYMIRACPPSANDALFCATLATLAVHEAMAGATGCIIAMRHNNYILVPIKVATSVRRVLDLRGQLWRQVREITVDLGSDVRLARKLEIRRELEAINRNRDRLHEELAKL
#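 Luminescent ADP detection (ADP-Glo, two-step: ATP depletion then ADP-to-ATP conversion for luciferase) reported PFK activity after 45 min room-temperature reaction of 1.25 nM enzyme with 0.5 mM F6P and 0.1 mM ATP at pH 8.0.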
# Chronic BCR inh = blocks chronic active B-cell receptor signaling; ABC-DLBCL IkBa-CBG/CBR reporter, luminescence ratio, 4 h; Potency, µM (highest dose often 46.1 µM), without a hit: at the highest dose ratio change, negative = lower green/red ratio, usual class: inhibitors; actives 0.05% (n = 340,000); active = well fitted inhibition curve with a large enough effect in the signal ratio, with a control signal flat, not every such curve was filed as active; inconclusive = small, poorly fitted or top-dose-only effect, or effect the other way, or a change in a side signal; the % refers to the signal ratio;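 note: potency is the fitted concentration of half-maximal effect; plate controls were basal doxycycline-induced cells for no effect and cells given 10 µM MG132 for full effect; MG132 reads +100%, hits lower the ratio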
#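 Doxycycline induced both beetle luciferases in TMD8 lymphoma cells; IKK-driven degradation limits the IkappaBalpha-fused green signal, while red luminescence normalises for cell number and nonspecific effects. Compounds tested up to 46 uM, 4 hrs.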
# TCR activator = activators of T cell receptors | primary human leukocytes, anti-CD3, IL-2 HTRF, 48 h | Potency, µM (top dose mostly 9.22 µM), for the others: at the top dose activation of IL-2 secretion, most hits filed as activators | 330,000 tested, under 10 active; note: % of control where 0% means no effect
#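 IL-2 produced over 48 hr by a-CD3 bead-stimulated primary human leukocytes exposed to compounds was detected with a homogeneous time-resolved FRET immunoassay, 665nm acceptor signal after 320nm excitation.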
# TSHR antagonist = human thyrotropin receptor antagonism; P16473; TSHR-expressing cells, TSH-stimulated cAMP HTRF, 2 h; active compounds read low; activity change, negative = inhibition, % at 11.5 µM; actives 0.2% (n = 330,000);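 active = activity change below a set negative limit, meaning inhibition stronger than a set level, cut at about -70% in these data; inconclusive = activity change between two set negative limits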; note: % is set by controls: 0 for no effect and ±100 for the full control effect
#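 Competitive HTRF cAMP read-out (cryptate anti-cAMP antibody, cAMP-d2; 30 min, room temperature) in freshly harvested TSHR cells. Compounds added before TSH at EC80 (4nM final), followed by 2 hours' incubation at 37 deg C.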
# Eya2 phos inh = inhibitors of human Eya2 phosphatase activity | Potency, µM (doses to about 76.9 µM), inactives show top-dose activity, negative = inhibition, actives largely listed as inhibitors | O00167 | recombinant Eya2, OMFP fluorescence dephosphorylation (OMFP is methylfluorescein phosphate) | AID 488837 | actives 0.006% (n = 330,000); note: potency is the fitted concentration of half-maximal effect; % is set by controls: 0 for no effect and ±100 for the full control effect
#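 Eya2 protein (added as 0.2 uM solution) was preincubated with compound for 10 min at ambient temperature in 50 mM HEPES pH 7.5, 50 mM NaCl, 5 uM MgCl2, 0.05% BSA, 1 mM DTT. OMFP (added at 50 uM) then reacted 10 min; fluorescence read at 485/525 nm.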
# ELG1 repair inh = inhibitors of ELG1-dependent DNA repair in HEK293T cells | HEK293T ELG1-luciferase reporter, luminescence, 16 h; DNA damage induced by 5-fluorouridine | Potency, µM (series often up to 46.1 µM), for the others: at the top dose activity change, negative = inhibition, usual class: inhibitors | actives 2.3% (n = 330,000) | AID 504467; note: potency is the fitted concentration of half-maximal effect; % is set by controls: 0 for no effect and ±100 for the full control effect; nearly all actives have a fitted effect of over 55% in size
#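 In this reporter screen, reduction of luminescence relative to DMSO vehicle indicated activity. Compounds and 5-fluorouridine were added together to 2,000 cells per well, incubated for 16 hr at 37 °C, then developed with ONE-Glo.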
# Mito fusion act = mitochondrial division inhibition or fusion activation | Potency, µM (doses to about 46.1 µM), for the others: at the highest dose growth rescue (activation), hits mostly activators | S. cerevisiae fusion-defective mutant growth rescue, CellTiterGlo 48 h | actives 0.23% (n = 320,000) | AID 485298;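 note: potency is the fitted concentration of half-maximal effect; % of control where 0% means no effect; nearly all actives have a fitted effect of over 45% in size; temperature-sensitive fusion mutants such as fzo1-1 at 37 °C on non-fermentable ethanol glycerol medium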
#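 Read-out: ATP-based luminescence (CellTiterGlo, 10 min ambient) reporting growth of fusion-defective ts yeast after 48 hours at 37C on glycerol/ethanol YPEG medium in the presence of compound.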
# Starred values were filed as active, the others as inactive; u = inconclusive; x = not tested or not shown; [ ] = dose if it differs, or a comment. Unless noted, calls come from the whole dose curve; as a rule, active = well fitted curve in the direction sought with a large enough effect; inconclusive = small, poorly fitted or top-dose-only effect, or another doubt; inactive = no such curve, though single readings can be large; an effect the other way counts as inactive or inconclusive.
1: O=C(Cc1ccc(Cl)cc1)NCCc1cnc[nH]1
2: O=C(O)Cn1nnnc1-c1ccc(F)cc1
3: CC(C)N1C(=O)c2ccc(C(=O)O)cc2C1=O
4: O=C(NCCN1CCOCC1)c1ccc2ccccc2n1
5: Cc1nn(-c2ccccc2)c(C)c1/C=N/N1CCN(c2ccccn2)CC1
6: Cn1c(SCC(=O)Nc2ccc3nc(SCC(=O)N4CCCC4)sc3c2)nnc1-c1ccc(N)cc1
screen / no.	1	2	3	4	5	6
S-ASM inh	0%	3%	0%	-4%	1%	-2%
PTAP TSG101 blk	-3%	-7%	-1%	-5%	0%	-4%
A-T KAP1 phos	5%	-3%	-2%	2%	0%	-2%
Integrin act MD	-20%	21%[7.66 µM]	-1%	17%	2%	-40%
Tb PFK block	-21%	0%	1%	3%	0%	u
Chronic BCR inh	7%	7%	2%	u	-4%	7%
TCR activator	-3%	-2%	-26%	3%	-3%	2%
TSHR antagonist	-2	26	-3	-1	-2	-11
Eya2 phos inh	3%	4%	1%	-24%	6%	7%
ELG1 repair inh	-2%	0%	14%	19%	-10%	8.2µM*
Mito fusion act	-6%	-10%	-1%	3%	0%	1%

# Of the compounds above, 2 have a halogen.
1: O=C(Cc1ccc(Cl)cc1)NCCc1cnc[nH]1
2: O=C(O)Cn1nnnc1-c1ccc(F)cc1
screen / no.	1	2
S-ASM inh	0%	3%
PTAP TSG101 blk	-3%	-7%
A-T KAP1 phos	5%	-3%
Integrin act MD	-20%	21%[7.66 µM]
Tb PFK block	-21%	0%
Chronic BCR inh	7%	7%
TCR activator	-3%	-2%
TSHR antagonist	-2	26
Eya2 phos inh	3%	4%
ELG1 repair inh	-2%	0%
Mito fusion act	-6%	-10%

# (more compounds)
7: CCN(CC)CCN(C(=O)CCOc1ccccc1)c1nc2c(F)cc(F)cc2s1
8: CCOc1ccc(OCc2ccc(C(=O)NCc3ccncc3)o2)cc1
9: Cc1cc(C)cc(NC(=O)C2CCCN(c3ncccn3)C2)c1 (stereo not drawn)
10: COc1ccc(NC(=O)Nc2sc(NS(=O)(=O)c3ccccc3)nc2C)cc1
11: COc1ccc(OC)c(/C=N/NC(=O)c2nnn(-c3nonc3N)c2-c2cccs2)c1
12: CNc1ncc(Cc2ccccc2)s1
screen / no.	7	8	9	10	11	12
S-ASM inh	-9%	3%	1%	-2%	299%[activator]	0%
PTAP TSG101 blk	-1%	-2%	-5%	-7%	-2%	-3%
A-T KAP1 phos	0%	11%	14%	5%	2%	11%
Integrin act MD	17%	-18%	25%	-38%	0%	6%
Tb PFK block	1%	-2%	0%	-3%	-4%	-2%
Chronic BCR inh	10%	-10%	3%	-1%	-20%	0%
TCR activator	-3%	-5%	-1%	7%	4%	7%[46.1 µM]
TSHR antagonist	20	-4	-8	-24	9	-13
Eya2 phos inh	-3%	1%	-15%	7%	-10%	7%
ELG1 repair inh	21%	0%	-5%	11%	-1%	18%
Mito fusion act	-2%	-2%	7%	0%	5%	1%

13: COC(=O)[C@@]1(C)[C@H]2C(=O)N(Cc3ccccc3)C(=O)[C@H]2[C@H]2CN=C(SCC(=O)c3ccccc3)N21
14: Cc1cc(C=O)c(C)n1-c1ccc(N2CCCC2)c([N+](=O)[O-])c1
15: CCOC(=O)Cc1csc(NC(=S)NC(=O)c2ccc(C)cc2)n1
16: Cc1c(C(=O)N(C)C2CCCCC2)sc2ncnc(N3CCN(c4ccccc4)CC3)c12
17: O=C(O)/C(=C\c1ccc(F)cc1)c1ccc(-c2ccccc2)cc1
18: CC1(C)C(=O)Nc2ccccc2N1C(=O)COC(=O)Cn1cnc2ccccc2c1=O
screen / no.	13	14	15	16	17	18
S-ASM inh	0%	-3%	-6%	-2%	-2%	4%
PTAP TSG101 blk	0%	-10%	-3%	0%	-3%	-6%
A-T KAP1 phos	6%	-8%	-2%	21%	-5%	-2%
Integrin act MD	-4%	6%	3%	0%	u	-19%
Tb PFK block	-1%	0%	8%	0%	19%	-6%
Chronic BCR inh	-8%	5%	u	4%	7%	-6%
TCR activator	6%[46.1 µM]	3%	6%[46.1 µM]	-1%	3%	0%[46.1 µM]
TSHR antagonist	-4	17	-7	-15	0	-9
Eya2 phos inh	2%	5%	-7%	1%	1%	-2%
ELG1 repair inh	u	-30%	u	-19%	u	-6%
Mito fusion act	x	-2%	1%	-2%	u	-6%

19: Cc1ccc(C2=NN(C(=O)CCC(=O)O)C(c3cn(-c4ccccc4)nc3-c3ccc(C)cc3)C2)cc1 (stereo not drawn)
20: COc1cc(OC)c(NS(=O)(=O)c2cccc(C(=O)OCC(=O)NCC3CCCO3)c2)cc1Cl (stereo not drawn)
21: COC(=O)C(Cc1ccc(O)cc1)NC(=O)c1ccc2c(c1)OCCO2 (stereo not drawn)
22: COc1ccc(C(=O)NCCN2CCCC2)cc1OC
23: O=C(NNc1ncnc2ccccc12)c1cccc(Cl)c1
24: CC(OC(=O)COc1cccc2c1OC(C)(C)C2)C(=O)Nc1ccc(S(N)(=O)=O)cc1 (stereo not drawn)
screen / no.	19	20	21	22	23	24
S-ASM inh	u	-3%	3%	-1%	3%	-2%
PTAP TSG101 blk	-5%	-7%	-3%	-5%	-3%	3%
A-T KAP1 phos	-4%	10%	1%	-4%	1%	-6%
Integrin act MD	13%	u	-2%	8%	-9%	8%
Tb PFK block	-6%	-2%	-3%	-2%	-4%	3%
Chronic BCR inh	3%	3%	-6%	10%	u	-4%
TCR activator	-4%	-1%	-3%	6%	-2%	7%
TSHR antagonist	-2	0	-7	-1	-4	-3
Eya2 phos inh	-1%	11%	6%	-16%	8%	6%
ELG1 repair inh	21%	-19%	u	16%	u	14%
Mito fusion act	7%	-3%	1%	0%	5%	-3%

25: COc1ccc(Br)cc1/C=N/NC(=O)c1nc(-c2ccccc2)n2c1CCCCC2
26: O=C(CN1CCN(Cc2ccccc2)CC1)NCCNc1ccc([N+](=O)[O-])cn1
27: CN(C(=O)Cn1nc(C(=O)O)c2ccccc2c1=O)C1(C#N)CCCCC1
28: O=C(Nc1ccc2c(c1)OCO2)c1n[nH]c(=O)c2ccccc12
29: COc1ccc(NC(=O)C2CCCN(c3nn4c(=O)cc(C)nc4s3)C2)cc1 (stereo not drawn)
30: COc1cc(C(=O)NCCc2ncccc2C)ccc1OC1CCN(C(C)=O)CC1
31: CCOc1ccc(-c2noc(CCC(N)=O)n2)cc1OCC
32: CC(C)NC(=O)N(C)C[C@H]1Oc2ccc(NC(=O)Nc3ccc(C(F)(F)F)cc3)cc2C(=O)N([C@H](C)CO)C[C@@H]1C
screen / no.	25	26	27	28	29	30	31	32
S-ASM inh	-4%	-6%	-4%	-2%	4%	1%	0%	-14%
PTAP TSG101 blk	0%	0%	-1%	-6%	-6%	6%	-3%	-2%
A-T KAP1 phos	12%	-3%	9%	-36%	-1%	-30%	17%	-4%
Integrin act MD	1%	2%	3%	u	15%	-6%	-24%	-18%
Tb PFK block	0%	-2%	0%	-1%	0%	-2%	3%	3%
Chronic BCR inh	u	-12%	3%	-7%	-18%	7%	-8%	u
TCR activator	4%	16%	11%	6%	0%	-1%	0%	-16%
TSHR antagonist	-10	-3	20	0	1	-8	14	0
Eya2 phos inh	9%	-21%	-4%	1%	9%	1%	-6%	-44%
ELG1 repair inh	21µM*	-9%	-3%	u	1%	-2%	21%	19%
Mito fusion act	13%	-5%	0%	0%	4%	0%	-9%	x
